From PubChem BioAssay
LGR2 inh = Drosophila LGR2 receptor signaling inhibition; HEK293 LGR2, CRE-luciferase, bursicon-stimulated, 4 h; inhibition, % at 9.99 µM; 380,000 compounds, 0.35% hits;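 active = drop in luminescence signal, shown as inhibition above about 50% in the replicate tests, limit read from the data, passing the limit was not always enough; inconclusive = probably only some replicates passing the limit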;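 also: agonist challenge used bursicon conditioned medium at about half maximal strength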
PGC1a acetyl inh = lowers PGC1a acetylation signal in U2OS cells. AlphaScreen anti-acetyl-lysine; with virally co-expressed GCN5 acetyltransferase. 350,000 compounds, 0.17% hits. inhibition, % at 15.6 µM. AID 651687;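 active = every replicate shows inhibition of at least 40%; inconclusive = mean inhibition at least 40% but some replicate below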;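 also: 0% = neutral control wells and 100% = positive control wells; some results beyond the cut were filed as inactive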
PAX8 reporter = inhibitors of PAX8 transcriptional activity in RMG-I cells; RMG-I TPO-luciferase reporter, SteadyGlo, 24 h; inhibition, % at 12.6 µM; 360,000 compounds, 1.2% hits;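 active = mean replicate inhibition at least 60% with every replicate also reaching 60%; inconclusive = only one of the two criteria is met; inactive = mean below 60% and not all replicates reaching 60%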;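 also: luciferase light reporting Pax8 driven TPO promoter activity; plate controls were median of neutral control wells for no effect and mitoxantrone controls for full effect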
miR122 inh = blocks miR-122 activity in Huh7 sensor cells. Huh7 miR-122 Renilla luciferase sensor, 48 h; neutral wells = 0, positive control = 100. activation (reporter increase), % at 12.5 µM. 340,000 compounds, 0.3% hits;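 active = mean replicate activation score at least 90 and every replicate individually at or above 90; inconclusive = only one of the two criteria met; inactive = neither criterion met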;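 also: higher luciferase means less miR-122 activity so hits act as miR-122 inhibitors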
EWS-Fli inh = inhibitors of EWS/Fli oncoprotein transcriptional activity; inhibition, % at 12.6 µM; 350,000 compounds, 0.67% hits; AID 651661; A673 NR0B1-luciferase reporter, viability-normalised;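 active = mean inhibition of at least 50% after viability correction, with every replicate also passing that limit; inconclusive = mean reaches 50% but only one of two replicates passes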;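 also: firefly luciferase signal divided by Alamar Blue viability fluorescence both relative to DMSO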
CASP6 VEID inh = blocks human caspase-6 cleavage activity | 350,000 compounds, 0.53% hits | AID 686996 | inhibition, % at 12.5 µM | purified caspase-6, Z-VEID-R110 cleavage fluorescence;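 active = mean inhibition across replicates at least about 35%, with every replicate also reaching that limit, limit read from the data; inconclusive = only one of the two criteria met; inactive = neither criterion met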;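 also: 0% = median of neutral control wells and 100% = no fluorescence left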
Target sequence (P55212 24-179 limits assumed): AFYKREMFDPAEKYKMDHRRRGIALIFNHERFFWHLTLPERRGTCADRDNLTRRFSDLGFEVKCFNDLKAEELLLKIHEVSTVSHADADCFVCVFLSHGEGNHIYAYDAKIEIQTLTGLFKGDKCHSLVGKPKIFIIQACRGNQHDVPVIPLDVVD
Target sequence (P55212 194-293 limits assumed): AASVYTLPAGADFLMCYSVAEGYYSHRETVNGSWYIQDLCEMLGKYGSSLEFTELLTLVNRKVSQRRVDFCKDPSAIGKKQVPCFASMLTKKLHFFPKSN
FN deposit inh = fibronectin deposition inhibition. AH1F fibroblasts, Alexa488-fibronectin deposition fluorescence, overnight. inhibition, % at 12.6 µM. 350,000 compounds, 0.086% hits. AID 743247;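 active = mean inhibition across replicates of 30% or more, regardless of how many single replicates reach that level; inconclusive = mean under 30% yet at least half of replicates reach 30%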;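 also: positive control wells lacked labelled fibronectin entirely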
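Assay system: AH1F fibroblast monolayer, labelled fibronectin deposition. Amount: 10000 cells per well. Also added: labelled fibronectin 24 nM. Compound: single-point pinned compound. Incubation: cell attachment 1 h, compound and FN exposure overnight. Detection: fluorescence after three HBSS washes, excitation 485 nm, emission 525 nm. Read-out: inhibition of fibronectin deposition signal.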
Cneo AK release = Cryptococcus neoformans lysis via adenylate kinase release; C. neoformans lysis, adenylate kinase release luminescence, 4 h; normalised: neutral wells 0, clomiphene wells 100; lysis activity, % at 15 µM; 360,000 compounds, 0.2% hits;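 active = mean lysis activity across replicates of at least 80%, whatever share of replicates individually reach that level; inactive = mean lysis activity below 80%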
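Material: C. neoformans cells; Schedule: 4 h static compound exposure, 37 °C, read 1 h post-reagent; Measured by: adenylate kinase release luminescence; Read-out: signal increase indicating cell lysis; Controls: Clomiphene as positive lysis control.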
* marks the source's active call; other numbers are inactive results; ? = inconclusive; . = no result given; & = joins results of further samples; [ ] = remark or other dose.

SMILES | LGR2 inh | PGC1a acetyl inh | PAX8 reporter | miR122 inh | EWS-Fli inh | CASP6 VEID inh | FN deposit inh | Cneo AK release
COc1ccccc1C1=NOC(Cn2c(NCCOCCO)nc3c2c(=O)n(C)c(=O)n3C)C1 (centres undefined) | 7 | -2 | 21 | -8 | -1 | -9 | -1 | 1
O=C(C[C@@H]1C[C@@H]2c3cc(NS(=O)(=O)c4ccccc4)ccc3O[C@@H]2[C@H](CO)O1)NCC(F)(F)F | -2 | 6 | 0 | 0[16.7 µM] | -13 | -1 | 5 | 3
CC(C)Cc1nc(SCC(=O)Nc2ccc(S(N)(=O)=O)cc2)n[nH]1 | . | -8 | . | -2 | . | . | 7 | -1
COc1nc2ccccc2c(=O)n1OCC(C)C | . | 3 | . | -6 | . | . | -13 | 0
C[C@H](CO)N1C[C@H](C)[C@H](CN(C)C)Oc2ccc(N(C)C)cc2CC1=O | -2 | -3 | -34 | 0[16.7 µM] | -3 | 0 | . | -4
COc1ccccc1C(CC(=O)Nc1ccccc1C)c1ccc(OC(C)C)cc1 (centres undefined) | -4 | . | 15 | . | -3 | -1 | 0 | -4
COc1ccc(NC(=O)N(C)C[C@@H]2OCCCC[C@H](C)Oc3ccc(NC(=O)CCCN(C)C)cc3C(=O)N([C@@H](C)CO)C[C@H]2C)cc1 | -28 | -5 | -20 | 10[16.7 µM] | -6 | 0 | . | -2
CCO[C@H]1OC(C(=O)NCc2nc3ccccc3[nH]2)=C[C@@H](c2csc3ccccc23)[C@@H]1CCCO | -6 | -1&-10 | -4&24 | -4 | 6&2 | 1&-2 | 8 | 11&1
CC(C)N(C(=S)NCc1ccccc1)c1ccccc1 | -28 | -1 | -25 | . | -2 | 3 | 3 | .
Oc1[nH]c2ccccc2c1N=Nc1ccccc1F | -82 | . | -51 | 2 | -35 | -2 | -7 | .
O=C(CCCc1c[nH]c2ccccc12)N[C@@H](Cc1c[nH]c2ccccc12)C(=O)O | 11 | . | -20 | . | 12 | 0 | 8 | 1
CNC[C@H]1Oc2ccc(NS(=O)(=O)c3ccccc3)cc2CC(=O)N([C@@H](C)CO)C[C@@H]1C | -5 | -5 | -1 | -1[16.7 µM] | . | 1 | . | 1
CON(C)C(=O)CC1(CN(Cc2ccccc2)C(=O)OC(C)(C)C)CCCCC1 | 24 | -32 | -5 | -3 | 27 | -2 | 6 | 0
CCOC(=O)N1CCN(S(=O)(=O)N2CCCC(C(=O)NCc3cccc(OC)c3)C2)CC1 (centres undefined) | 7 | -1 | 3 | -4 | . | 3 | 8 | -1
O=C(CN1CCN(c2cccc(C(F)(F)F)c2)CC1)N(C1CC1)C1CCS(=O)(=O)C1 (centres undefined) | 5 | . | -4 | . | -1 | -3 | -12 | 0

Complete entries from above. Screens in order: LGR2 inh	PGC1a acetyl inh	PAX8 reporter	miR122 inh	EWS-Fli inh	CASP6 VEID inh	FN deposit inh	Cneo AK release
`COc1ccccc1C(CC(=O)Nc1ccccc1C)c1ccc(OC(C)C)cc1` (centres undefined) reads -4	.	15	.	-3	-1	0	-4
`CC(C)Cc1nc(SCC(=O)Nc2ccc(S(N)(=O)=O)cc2)n[nH]1` reads .	-8	.	-2	.	.	7	-1

The list goes on:
SMILES | LGR2 inh | PGC1a acetyl inh | PAX8 reporter | miR122 inh | EWS-Fli inh | CASP6 VEID inh | FN deposit inh | Cneo AK release
COc1ccc(C(=O)N2CCC(n3nccc3NC(=O)C3CC3)CC2)c(OC)c1OC | -31 | -6 | -10 | -5 | . | 2 | 11 | 0
CCCn1ncc(CN2CCC(CO)(Cc3ccc(OC)cc3)CC2)c1C | -24 | -4 | 8 | 1 | 0 | 3 | 7 | .
C=CCC1(O)C(=O)N2C(=C1C(=O)N1CCOCC1)c1ccccc1CC2(C)C (centres undefined) | 1 | -10 | . | . | . | . | -12 | 0
N#CC(=C(O)COC(=O)Cc1c[nH]c2ccccc12)c1nc2ccccc2[nH]1 | . | . | -1 | . | -16 | 0 | -1 | .
O=C(Nc1ccccc1)Nc1n[nH]c2nnc(-c3ccccc3)c(-c3ccccc3)c12 | 11 | 9 | 2 | -5 | 4 | . | 2 | -3
COC(=O)C[C@@H]1C[C@H]2c3cc(NC(=O)C4CCC4)ccc3O[C@H]2[C@@H](CO)O1 | -1&5 | -10&4 | 4 | -6 | -4 | 0&3 | 11&-16 | -2
Cc1ccc(-c2cnc3c(c2)C(=O)N([C@H](C)CO)C[C@@H](C)[C@H](CN(C)C(=O)Cc2ccncc2)O3)cc1 | -5 | -8 | . | -7[16.7 µM] | 5 | 2 | . | 2
COc1ccc(NC(=O)C2CCN(c3nc(C)nc4c3CCC4)CC2)cc1 | . | . | 19 | -8 | . | . | -1 | 7
Cn1nnnc1Sc1ncnc2scc(-c3ccccc3C(F)(F)F)c12 | ? | -7 | 49 | 7 | 5 | -1 | -4 | -2
C[C@H](CO)N1C[C@H](C)[C@@H](CN(C)S(C)(=O)=O)Oc2ccc(NC(=O)Cc3ccccc3)cc2C1=O | -13 | -12&-2 | -2&23 | -3&-4[16.7 µM] | -2&-15 | -1&0 | -2 | -3&-2
CC(C(=O)NN=C(c1ccccc1)c1ccccc1)N1CCOCC1 (centres undefined) | -11 | -3 | 10 | . | 4 | -4 | -4 | .
O=C1c2ccccc2S(=O)(=O)N1CC1CC(c2ccccc2Cl)=NO1 (centres undefined) | -74 | -4 | -204 | -2 | . | . | -2 | -3
CNC(=O)c1[nH]cnc1C(=O)Nc1ccc(C)cc1 | -19 | . | -36 | 8 | -9 | -2 | 8 | 5
C=CCNC(=O)CN1CCC(c2nc3ccccc3[nH]2)CC1 | 6 | -1 | 13 | 1 | 1 | 0 | 8 | -1
COc1ccc(-n2nc3cc(N)c(Br)cc3n2)cc1 | -54 | 2 | -41 | -4 | -47 | 0 | -5 | -12
CNc1ccncc1S(=O)(=O)NC | 5 | -8 | 6 | -1 | . | . | 1 | -1
Cc1ccc(S(=O)(=O)N(NC2=NS(=O)(=O)c3ccccc32)C(=O)c2ccccc2)cc1 | -1 | 4 | -7 | . | 4 | -3 | 0 | .
Cc1ccc(C(=O)c2ccccc2C(=O)OCC(=O)NCCc2ccccc2)cc1 | 4 | 0 | 3 | 0 | . | . | -4 | -3
COc1ccc(N2CCN(C(=O)CNS(=O)(=O)c3ccc(C)c(C)c3)CC2)cc1 | -25 | 1 | 18 | -11 | 13 | 2 | -4 | 0
O=C(Nc1ccccc1-c1ccccc1)NC1CC2CCCC(C1)N2CCc1ccccc1 (centres undefined) | 5 | . | 0 | . | 6 | -2 | -14 | .
Cc1cc(C(=O)Nc2ccc3nc(C)sc3c2)c2ccccc2n1 | 9 | 3 | 11 | -5 | 0 | 21 | -10 | 21
O=C(C1CC(=O)N(c2ccc3c(c2)OCCO3)C1)N1CCN(S(=O)(=O)c2cccc(F)c2)CC1 (centres undefined) | -7 | -10 | 25 | . | 9 | 7 | . | -3
O=C(OCc1ccccc1)N1CCC2CC1c1ccc(N3CCNCC3)cc12 (centres undefined) | -54 | 0 | -60 | 9 | -47 | -5 | . | -2
O=C(CCN1C(=O)c2ccccc2C1=O)NCc1ccc(F)cc1 | 5 | -14 | -9 | -5 | -3 | -1 | -10 | 3
COc1ccc(CNc2ncccn2)cc1OC | 9 | . | 7 | . | -15 | -1 | 1 | .
CCOC(=O)c1c(-c2ccc(C)o2)csc1NC(=O)CSc1nnnn1-c1ccccc1 | 4 | 4 | . | 2 | . | . | -1 | -1
Cc1nccn1CCCN1C(=O)CNC1=S | 13 | 1 | -12 | . | -13 | -16 | 9 | .
CC(OC(=O)c1cc(=O)[nH]c2ccccc12)C(=O)NC1CCCCC1C (centres undefined) | 0 | . | -12 | . | 0 | 0 | -11 | 1
N=C1/C(=C/c2cccn2CCOc2ccccc2)C(=O)N=C2SC=C(c3ccccc3)N12 | 20 | -8 | 21 | 8 | 13 | -6 | 1 | 4
Cc1cc(N)n(-c2ccccc2C)n1 | -13 | . | 7 | 15 | 18 | 2 | 7 | .
C#CCOc1ccc(/C=C2/C(=O)ON=C2C)cc1Cl | 5 | 13 | 1 | -3 | 12 | 10 | 1 | -3
Cc1cccc(/C=N/NC(=O)c2ccc(NC(=O)c3ccccc3Cl)cc2)n1 | 9 | -9 | -5 | -1 | -8 | 1 | 1 | 1
COc1ccc(Cl)cc1CC1(C)C(=O)Nc2ccc(-c3ccccc3OC)cc21 (centres undefined) | 9 | -12 | -4 | -3 | 5 | -4 | -1 | -9
CC(C)(C)c1ccc(C2(C)NC(=O)N(CC(=O)c3ccc[nH]3)C2=O)cc1 (centres undefined) | 6 | -7 | . | 3 | 3 | 3 | . | -12
COc1ccc(-n2ncc3c2CC(C)(C)CC3NC(=O)C2=CC(=O)CC(C)(C)O2)cc1 (centres undefined) | -7 | 6 | -3 | -3 | -15 | 2 | 6 | 2
COCC(=O)Nc1ccc2c(c1)C(=O)N(C)C[C@H](OC)[C@@H](C)CN(CCc1ccccc1)[C@H](C)CO2 | 15 | -11 | 1 | . | 2 | 2 | -3 | -8
CCOC(=O)c1cnc2c(ccc3ccccc32)c1N | -47 | 15 | -112 | -3 | -100 | -2 | 0 | -12
CCOc1ccc(Oc2nc(NCC(C)C)nc(N(C)C)n2)nn1 | 0 | -4 | . | 4 | . | . | . | -1
O=c1[nH]c(C2CCN(S(=O)(=O)c3ccc(S(=O)(=O)NC4CC4)cc3)CC2)nc2c1nnn2Cc1cccc(F)c1 | -21 | . | 10 | . | 4 | 1 | -7 | -4
CCC1=C(OC(=O)N(CC)CC)N2C(=O)OC(=NCCc3c[nH]c4ccccc34)[C@]2(C)[C@H]2C1=CC[C@H]1C(=O)N(C)C(=O)[C@H]12 | -2 | . | -4 | 0 | 1 | . | 2 | 2
c1ccc(-n2nnnc2-c2cnc(-c3ccncc3)nc2-c2cccs2)cc1 | . | -10 | 7 | 5 | . | . | 3 | 2
CCOc1ccc(NC(C)=O)cc1 | -5 | 2 | -14 | -3 | 6 | . | 2 | -2
NC(=O)CC[C@H](NC(=O)c1ccc(F)cc1)C(=O)OCC(=O)Nc1ccc(N2CCOCC2)cc1 | -2 | . | 16 | . | 6 | 2 | . | .
COc1ccc(S(=O)(=O)N(C)C[C@@H]2Oc3ccc(NS(C)(=O)=O)cc3CC(=O)N([C@@H](C)CO)C[C@H]2C)cc1 | 17 | 7 | -11 | -3[16.7 µM] | 0 | 6 | . | 6
CN(Cc1ccccc1)C(=O)COC(=O)c1ccccc1SCC(=O)N1CCCC1 | -8 | . | -5 | -1 | 0 | -3 | 21 | 2
Cc1ccccc1S(=O)(=O)NCC[C@H]1CC[C@H](NC(=O)C2CCCCC2)[C@H](CO)O1 | 3 | -1 | -5 | . | 2 | 3 | -7 | -10
Cc1noc(C)c1S(=O)(=O)Nc1ccc2c(c1)CC(=O)N([C@@H](C)CO)C[C@H](C)[C@@H](CN(C)S(=O)(=O)c1ccccc1)O2 | -1 | 9 | -14 | 4[16.7 µM] | -7 | 3 | . | -3
CO[C@H]1CC[C@H]2CCN(C)C(=O)C[C@H](c3ccccc3)CN(C)C(=O)c3cc(C#N)ccc3OC[C@H]1O2 | 4 | . | 7 | . | 11 | 3 | -5 | 56
